# Screening results from PubChem.
# miR-122 sensor: miR-122 inhibition in Huh7 cells. Huh7 miR-122 Renilla luciferase sensor, 48 h; neutral wells = 0, positive control = 100. activation (reporter increase), % at 12.5 µM. 340,000 tested, 0.3% active. AID 602342;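 active = mean replicate activation score at least 90 and every replicate individually at or above 90; inconclusive = only one of the two criteria met; inactive = neither criterion met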;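 note: higher luciferase means less miR-122 activity so hits act as miR-122 inhibitors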
# E-selectin induc: induces E-selectin expression in human endothelial cells | P16581 | HUVEC E-selectin immunofluorescence imaging; normalized: neutral wells 0, TNF-alpha wells 100 | activation, % at 7.58 µM | 260,000 tested, 0.37% active | AID 686992;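 active = mean E-selectin-positive cell signal at least 10% of the positive control, reached in at least 60% of replicates, without over 20% cell loss; inconclusive = no rule given, readout overlaps actives, possibly toxicity-flagged; inactive = the rest, including those meeting only one limit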;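 note: in these data hits start at about 27%; measured in HUVEC primary endothelial cells; signal is the percent of cells scored E-selectin positive by PE staining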
#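 material = human umbilical vein endothelial cells (HUVEC), E-selectin induction | quantity = 3,000 cells/well | medium = EGM-2 growth medium on 0.1% gelatin-coated wells | technique = immunofluorescence imaging | read-out basis = % PE-positive cells | control set = TNF-alpha positive control, DMSO neutral control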
# RAD54 inh: inhibitors of human RAD54 branch migration. Q92698. RAD54 Holliday junction branch migration, FAM/BHQ fluorescence. inhibition, % at 10.4 µM. 360,000 tested, 0.14% active. AID 602329;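 active = mean normalized replicate activity at least 40 and at least half of replicates scoring 40 or more; inconclusive = only one of the two criteria met; inactive = mean below 40 and under half of replicates reaching 40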;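 note: 0% = median of neutral control wells and 100% = median of positive control wells; inhibitors cause a drop in the FAM fluorescence signal; in these data hits start at about 50%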
# Target sequence (Q92698 whole entry, looked up): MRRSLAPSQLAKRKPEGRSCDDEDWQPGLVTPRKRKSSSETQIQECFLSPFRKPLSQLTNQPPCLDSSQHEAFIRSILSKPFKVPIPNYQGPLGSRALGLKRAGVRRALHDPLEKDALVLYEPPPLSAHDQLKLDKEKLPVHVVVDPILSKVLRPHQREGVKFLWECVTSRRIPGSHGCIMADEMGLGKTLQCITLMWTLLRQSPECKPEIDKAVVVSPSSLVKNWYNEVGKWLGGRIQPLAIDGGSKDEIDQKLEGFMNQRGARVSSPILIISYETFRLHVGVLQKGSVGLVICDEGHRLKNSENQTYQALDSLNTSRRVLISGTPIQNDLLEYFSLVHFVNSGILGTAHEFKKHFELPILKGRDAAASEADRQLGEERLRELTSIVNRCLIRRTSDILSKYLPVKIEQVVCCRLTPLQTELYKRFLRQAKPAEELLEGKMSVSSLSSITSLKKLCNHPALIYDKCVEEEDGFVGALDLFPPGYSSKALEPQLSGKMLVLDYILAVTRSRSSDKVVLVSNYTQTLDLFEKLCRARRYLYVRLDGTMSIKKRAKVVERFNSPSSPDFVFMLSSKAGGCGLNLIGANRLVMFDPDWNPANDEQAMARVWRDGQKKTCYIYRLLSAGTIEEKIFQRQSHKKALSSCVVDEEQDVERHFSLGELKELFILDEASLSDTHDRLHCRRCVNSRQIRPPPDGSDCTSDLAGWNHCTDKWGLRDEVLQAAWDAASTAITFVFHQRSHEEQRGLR
# PglD inh: blocks C. jejuni PglD acetyltransferase activity | purified PglD enzyme, DTNB colorimetric CoA detection | AID 602405 | 360,000 tested, 0.098% active | inhibition, % at 12.5 µM; in the data active = inhibition above about 16%, passing the limit was not always enough; inconclusive = no clear call, values can overlap the other calls; note: strong numbers were not always called active
# Cneo AK release: Cryptococcus neoformans lysis via adenylate kinase release; C. neoformans lysis, adenylate kinase release luminescence, 4 h; normalised: neutral wells 0, clomiphene wells 100; lysis activity, % at 15 µM; 360,000 tested, 0.2% active;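 active = mean lysis activity across replicates of at least 80%, whatever share of replicates individually reach that level; inactive = mean lysis activity below 80%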
#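 Material: C. neoformans cells; Schedule: 4 h static compound exposure, 37 °C, read 1 h post-reagent; Measured by: adenylate kinase release luminescence; Read-out: signal increase indicating cell lysis; Controls: Clomiphene as positive lysis control.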
# ERAP1 HTS inh: blocks human ERAP1 aminopeptidase activity. Q9NZ08. recombinant ERAP1, Leu-AMC fluorescence, 60 min. inhibition, % at 10.7 µM. 340,000 tested, 0.15% active;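 active = mean replicate inhibition of at least 30%, or all replicates individually reaching that 30% level; inactive = mean below 30% and not every replicate reaching it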;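 note: 0% = neutral control wells and 100% = L-leucinethiol positive control wells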
# RAD52 anneal inh: inhibitors of human RAD52 DNA annealing; P43351; recombinant RAD52 DNA annealing, FRET fluorescence; inhibition, % at 18.7 µM; 360,000 tested, 0.46% active; AID 651710;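 active = every replicate showing at least 50% inhibition; inconclusive = mean inhibition at least 50% but not in every replicate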
# PGC1a acetyl inh: PGC1a acetylation modulation, inhibitor mode. 350,000 tested, 0.17% active. AID 651687. U2OS PGC1a acetylation, AlphaScreen anti-acetyl-lysine; with virally co-expressed GCN5 acetyltransferase. inhibition, % at 15.6 µM;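 active = every replicate shows inhibition of at least 40%; inconclusive = mean inhibition at least 40% but some replicate below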;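 note: 0% = neutral control wells and 100% = positive control wells; some results beyond the cut were filed as inactive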
# Numbers without * were called inactive; ? = inconclusive; nt = not tested or not shown; [ ] = dose if it differs, or a comment. Outcome played no part in choosing rows (roughly 1.4% active in at least one column).
SMILES,miR-122 sensor,E-selectin induc,RAD54 inh,PglD inh,Cneo AK release,ERAP1 HTS inh,RAD52 anneal inh,PGC1a acetyl inh
Cc1ccc(S(=O)(=O)N2CCOCC2)cc1NC(=O)CNCC1CCCCC1,nt,-0.1,nt,nt,nt,-0.4,-0.7,2.1
C[C@@H]1CN([C@H](C)CO)C(=O)c2cc(NC(=O)c3ccncc3)ccc2O[C@@H](C)CCCCO[C@@H]1CN(C)S(=O)(=O)c1ccccc1,-0.9[16.7 µM],nt,2.6,-0.4,-1.2,0.7,-0.5,1.8
COc1ccc(C=NC(CO)C(O)c2ccc([N+](=O)[O-])cc2)cc1 (stereo not given),-7.1,nt,9.8,2.2,2.2,nt,nt,4.7
C[C@H](CO)N1C[C@H](C)[C@H](CN(C)Cc2ccc(C(=O)Nc3ccccc3N)cc2)Oc2c(cccc2N(C)C)C1=O,?,0.5,1.6,-0.3,-8.6,8.9,5.5,-28.5
COc1ccc(-c2cn(-c3ccc(C)cc3)c(=O)n2CC(=O)Nc2cccc(F)c2)cc1,nt,nt,3.0,-2.5,-0.8,nt,nt,2.7
CN(C)C(=O)c1cccc(-c2ccc3c(c2)[C@@H]2[C@@H](CCN2C(=O)Nc2ccc(F)cc2)[C@H](CO)N3C)c1,1.3[16.7 µM],0.0,2.4,1.7,-18.6,-0.9,-15.9,4.3
CC1(Cc2ccc(Cl)s2)C(=O)Nc2c(Cl)ccc(Cl)c21 (stereo not given),-7.5,nt,-10.1,6.3,1.6,-2.9,-7.4,-65.3
C[C@@H]1CCCCO[C@H](CN(C)Cc2ccccc2)[C@@H](C)CN([C@H](C)CO)C(=O)c2cc(NS(=O)(=O)c3ccc(F)cc3)ccc2O1,6.2[16.7 µM],nt,3.9,-0.5,-0.4,1.3,14.2,-0.3
COc1cccc(-c2ncc3ccccc3c2COC(=O)c2ccc(Br)cc2)c1,-4.7,-0.1,1.5,6.8,1.2,3.2,-14.6,-4.3
Cc1cccc(NC(=S)N/N=C/c2ccc([N+](=O)[O-])s2)c1,-1.2,nt,-7.8,-2.2,1.7,nt,nt,-25.8
CNC(=O)C[C@H]1CC[C@@H]2[C@@H](COc3ccc(NC(=O)Cc4cccs4)cc3C(=O)N2C)O1,-20.8[16.7 µM],0.1,-10.7,3.3,-2.5,nt,nt,4.7
COc1cccc(CCNC(=O)CCc2nnc(-c3cc(C)oc3C)o2)c1,-1.8,10.7,-6.5,1.3,0.4,-0.1,-19.4,2.6
CC1CN(C=O)CC(C)N1CCN1C(C)CN(C=O)CC1C (stereo not given),-4.6,0.0,-10.0,1.8,0.3,-1.7,-12.2,-4.1
Fc1ccc2nc(N3CCCC3)sc2c1,-6.1,0.7,-3.0,-4.5,-1.3,-3.5,-17.1,10.8
CCOc1ccc(C(=O)COC(C)=O)cc1,5.8,nt,5.0,6.4,-0.9,nt,nt,4.3
O=C(Nc1nc2ccc(Cl)cc2s1)c1ccco1,116.1*,nt,-15.7,1.4,-4.5,nt,nt,2.2
C[C@@H]1CN([C@H](C)CO)C(=O)c2cc(NS(=O)(=O)c3ccc(F)cc3)ccc2O[C@@H]1CN(C)C(=O)Nc1ccc2c(c1)OCO2,5.1[16.7 µM],6.4,-0.1,2.2,-3.7,-0.2,-2.9,1.4
CC(=O)C(Cl)C(=O)Nc1ccccc1 (stereo not given),5.1,7.0,-11.1,-0.2,-2.3,5.9,-2.0,nt
CO[C@@H]1CN(C)C(=O)c2ccc(NC(=O)NC(C)C)cc2OC[C@H](C)N(Cc2ccccc2)C[C@@H]1C,-2.2[16.7 µM],-0.2,2.2,1.0,1.0,-2.0,14.5,-3.6
C[C@@H]1CN([C@H](C)CO)C(=O)c2cccc(NC(=O)c3ccncc3)c2O[C@@H]1CN(C)S(=O)(=O)c1ccc(F)cc1,-2.5[16.7 µM],0.2,-15.5,-0.9,1.1,2.4,-9.1,6.0
O=C(c1ccco1)N1CCN=C1SCc1cccnc1,-7.2,nt,-12.4,0.7,-10.0,nt,nt,2.6
COCC(=O)N(C)C[C@H]1Oc2ncc(-c3ccccc3F)cc2C(=O)N([C@H](C)CO)C[C@@H]1C,nt,0.1,4.4,-0.8,2.7,-1.9,2.9,-0.1
CCC(=O)Nc1cc2c(cc1C(C)=O)OCCO2,-4.4,nt,1.3,5.4,1.2,nt,nt,-0.5
COC(=O)Cc1nnc(NC(=O)C(C)C)s1,-0.9,nt,9.5,2.4,-0.3,0.5,-5.2,nt
CCOc1c(OC)cccc1C(=O)NCC1(c2ccccc2)CCCC1,9.5,nt,-7.4,-5.0,0.2,-3.0,-4.1,-28.0
O=C(NCC1CCCO1)c1ccc(CNS(=O)(=O)c2cccc(Cl)c2)cc1 (stereo not given),-0.6,nt,-0.4,1.9,2.2,-3.0,-8.0,8.5
CCN1CCN(C(C(=O)NC2CCCCC2)c2cc3ccccc3o2)CC1 (stereo not given),-3.1,0.7,6.8,5.6,-24.7,-3.3,-13.1,-3.5
COc1ccccc1CN1[C@@H]2CN(C(=O)C3CCC3)c3ccccc3[C@@H]2[C@@H]1CO,0.0[16.7 µM],-0.1,-9.8,3.2,-1.9,nt,nt,-8.2
CC(C)C[C@H](NS(=O)(=O)c1ccc(Br)cc1)C(=O)O,-1.4,nt,1.5,1.4,-0.6,nt,nt,-30.2
COc1ccc(CCNC(=O)c2cc3c(F)cccc3s2)cc1OC,1.5,0.0,-0.2,0.3,-0.7,-3.0,8.4,nt
CCN1CCN(Cc2ccc(NC(=O)c3ccc(C)c(NC(=O)c4nccnc4N)c3)cc2C(F)(F)F)CC1,0.1,0.9,11.5,7.8,6.2,1.9,67.2*,nt
Cc1ccccc1NC(=O)COc1ccc(Br)cc1CNCCCO,-5.9,-0.1,nt,nt,nt,1.0,6.2,9.2
COc1cc([N+](=O)[O-])ccc1NC(=O)Nn1cnnc1,-3.0,1.1,-3.1,-1.3,-0.8,-2.5,-7.1,nt
CSc1nnnn1-c1ccc(C(=O)OCC(=O)N2CCOCC2)cc1,-9.8,nt,8.9,-3.2,-0.8,nt,nt,6.0
COc1ccc(CNC(=O)[C@H](C)N2C(=O)N3CCc4c([nH]c5ccccc45)[C@@]3(C)C2=O)cc1OC,-13.8,nt,2.5,-0.8,1.4,-2.7,-8.1,7.5
Cc1cc(=S)c2ccccc2[nH]1,nt,0.1,nt,nt,nt,1.2,-2.5,10.9
COc1cc(NC(=O)c2ccccc2-n2cnnn2)cc(OC)c1,-5.6,nt,3.8,-2.5,3.7,-2.6,-4.8,nt
CCN(CC)/C(N)=N/c1nc(C)cc(C)n1,nt,1.8,nt,nt,nt,0.6,-21.4,1.6
Cc1cc(C)cc(C(=O)NCCN2CCOCC2)c1,nt,nt,-6.0,6.0,1.1,-2.2,5.9,nt
CCCOc1ccc(C2c3c(oc4cc(C)c(C)cc4c3=O)C(=O)N2CCCN(C)C)cc1 (stereo not given),-3.0,1.3,-0.9,0.6,-2.5,-2.2,-11.1,1.0
CC(C)C[C@H](NC(=O)OC(C)(C)C)C(=O)N1CCC(C(=O)N[C@@H](Cc2c[nH]c3ccccc23)C(=O)O)CC1,-6.2,nt,-15.0,2.1,0.1,0.2,-3.0,-3.6
Cc1c(C)n(Cc2ccc(Cl)cc2)c2ccc(C(=O)NCCN3CCOCC3)cc12,15.5,nt,8.6,4.0,-0.9,3.1,-3.0,-2.9
Cc1ccc(NC(=O)CSc2ccc3nnc(-c4cccnc4)n3n2)cc1,nt,0.2,1.8,-3.4,-0.5,-1.3,-8.4,nt
Cc1ccc(C)c(S(=O)(=O)N2CCCC2CNC(=O)C(=O)NCC2CCCO2)c1 (stereo not given),-3.1,-2.6,nt,nt,nt,-5.2,-8.1,4.5
CC(Oc1ccccc1F)C(=O)NNC(=O)CCS(=O)(=O)c1ccccc1Cl (stereo not given),-12.4,0.2,4.5,7.0,1.4,-1.4,3.0,1.2

# 3 entries already listed, ordered by SMILES length, low to high.
SMILES,miR-122 sensor,E-selectin induc,RAD54 inh,PglD inh,Cneo AK release,ERAP1 HTS inh,RAD52 anneal inh,PGC1a acetyl inh
CCN(CC)/C(N)=N/c1nc(C)cc(C)n1,nt,1.8,nt,nt,nt,0.6,-21.4,1.6
CSc1nnnn1-c1ccc(C(=O)OCC(=O)N2CCOCC2)cc1,-9.8,nt,8.9,-3.2,-0.8,nt,nt,6.0
Cc1ccc(NC(=O)CSc2ccc3nnc(-c4cccnc4)n3n2)cc1,nt,0.2,1.8,-3.4,-0.5,-1.3,-8.4,nt

# Following part
SMILES,miR-122 sensor,E-selectin induc,RAD54 inh,PglD inh,Cneo AK release,ERAP1 HTS inh,RAD52 anneal inh,PGC1a acetyl inh
N#Cc1nc(-c2ccccc2F)oc1NCCc1ccccn1,-18.0,nt,4.0,0.3,0.0,nt,nt,1.0
Cc1ccc(-n2c(C)cc(/C=C3\NC(=O)NC3=O)c2C)c(C)c1,7.0,nt,7.1,0.1,-9.9,5.7,-10.4,nt
Nc1cccc2c1C(=O)N(C(=O)c1cccc(S(=O)(=O)N3CCCCCC3)c1)C2=O,-5.5,nt,3.1,nt,2.7,nt,nt,2.9
CCOc1ccc2nc(C)cc(C(=O)O)c2c1,-4.2,nt,-6.5,-0.3,-1.3,0.0,0.6,5.5
CS(=O)(=O)Nc1ccc2c(c1)[C@H]1C[C@H](CC(=O)NCc3ccncc3)O[C@H](CO)[C@H]1O2,-0.3[16.7 µM],0.9,6.6,-0.9,4.5,0.3,1.0,2.2
Cc1ccc(S(=O)(=O)N2CCN(CCNC(=O)C(=O)Nc3ccc(F)cc3)CC2)cc1,nt,nt,-10.2,2.8,-1.2,-2.2,-6.9,nt
COc1ccc(S(=O)(=O)NC(C)CCc2ccccc2)cc1 (stereo not given),14.3,5.4,nt,nt,nt,-0.5,-2.7,9.3
Cc1ccccc1/C(N)=N/OC(=O)/C=C/c1ccccc1,3.4,nt,-2.0,2.1,-3.7,nt,nt,-2.8
O=c1c2ccccc2nc2n1CCN2Cc1ccc(Cl)cc1,-0.8,nt,0.0,-2.3,-1.6,5.7,-11.7,-10.3
Cc1cc(NC(=O)CSc2nnc(-c3ccccc3C)n2C)no1,0.9,nt,-9.4,1.0,-1.5,2.1,-8.4,-6.7
Cc1ccc(S(=O)(=O)N(C)C[C@@H]2Oc3ccc(NC(=O)Nc4ccc5c(c4)OCO5)cc3C(=O)N([C@H](C)CO)C[C@H]2C)cc1,-2.8[16.7 µM],-0.2,-4.6,3.2,-4.4,1.8,-7.2,8.7
CC(C)C#Cc1ccc([C@@H]2[C@@H](CO)N3C(=O)CN(C(=O)NC4CCCC4)C[C@H]23)cc1,nt,0.5,nt,nt,nt,-2.5,-1.5,-10.3
C[C@@H]1CN([C@H](C)CO)C(=O)c2cc(-c3ccc(C#N)cc3)cnc2O[C@H]1CN(C)Cc1cncnc1,nt,0.0,-1.4,5.7,-3.2,2.1,15.7,1.2
O=C(C1CC1)N1N=C(c2ccncc2)CC1(O)C(F)(F)F (stereo not given),-14.6,nt,-1.8,-7.1,3.3,-4.6,-18.4,nt
O=C(NCc1cccnc1)Nc1cccc(NC(=O)NCc2cccnc2)c1,-19.9,nt,-2.0,-0.3,1.9,nt,nt,nt
C[C@H](NC(=O)C1CCN(S(=O)(=O)c2ccccc2)CC1)C(=O)NCc1cccc(Cl)c1,-2.3,nt,4.3,5.4,11.6,0.4,-8.3,-0.3
